Bioassay records (PubChem BioAssay)
TRPM1 prom inh: reduces MITF-dependent TRPM1 promoter luciferase signal; 330,000 tested, 0.83% active; inhibition, % at 12.5 µM; SK-MEL-5 TRPM1 promoter luciferase, 24 h;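 active = mean inhibition across replicates of 60% or more, whatever share of single replicates reaches that level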; also: values of inactives mirror those of a sister screen read the other way
HIF-2a inh: blocks HIF-2a reporter activity. 786-0 RCC cells HIF-2a reporter, luciferase luminescence, overnight. inhibition, % at 18.8 µM. 360,000 tested, 0.72% active. AID 624352;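 active = inhibition of the luminescence signal of 40% or more relative to plate controls, in a single-dose primary screen at 18.75 µM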
NR2E3 ag-1: human photoreceptor-specific nuclear receptor agonism. Q9Y5X4. CHO-S Gal4-NCOR/VP16-NR2E3 two-hybrid, luciferase. inhibition of corepressor binding, % at 3.98 µM. 360,000 tested, 0.35% active. AID 602229;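 active = inhibition above the mean of all tested compounds plus 3 SD, cut at about 70% in these data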;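 also: 0% = DMSO with NR2E3 transfected cells and 100% = cells lacking NR2E3 construct; higher means lower luciferase signal from less NR2E3 corepressor binding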
Target sequence (Q9Y5X4 whole entry, looked up, the tested form may be a part): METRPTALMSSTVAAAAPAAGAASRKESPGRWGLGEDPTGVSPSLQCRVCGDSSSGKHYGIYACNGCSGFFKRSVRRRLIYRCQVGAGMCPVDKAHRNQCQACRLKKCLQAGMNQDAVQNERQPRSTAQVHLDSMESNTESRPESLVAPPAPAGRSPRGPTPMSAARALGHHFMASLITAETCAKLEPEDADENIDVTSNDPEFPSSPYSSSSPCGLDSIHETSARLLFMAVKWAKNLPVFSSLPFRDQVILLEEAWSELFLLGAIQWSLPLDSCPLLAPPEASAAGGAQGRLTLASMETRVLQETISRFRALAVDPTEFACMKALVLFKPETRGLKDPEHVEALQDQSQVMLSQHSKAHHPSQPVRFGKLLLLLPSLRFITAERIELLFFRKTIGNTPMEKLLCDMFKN
NR2E3 ag-2: NR2E3 (human) agonism | 320,000 tested, 0.12% active | GST-NR2E3/biotin-RetCOR TR-FRET, 1536-well | inhibition of corepressor binding, % at 4.78 µM | Q9Y5X4 | AID 2300;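 active = percent inhibition above the cutoff of mean plus 3 SD of all tested compounds, set per screening campaign, cut at about 20% in these data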;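 also: 0% = DMSO wells and 100% = biotin wells as full block of FRET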
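System: GST-NR2E3 and biotin-RetCOR proteins; probe or stimulus: 7 nM biotin-RetCOR; doses: compound at 4.8 µM, single dose; schedule: Compound–protein incubation for 5 h at 4 °C; detection: time-resolved FRET; read-out: percent inhibition; controls: biotin wells as high control, 0.6% DMSO wells as low control; format: 1536-well plates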
Granule exo inh: lytic granule exocytosis inhibition. TALL-104 LAMP-1 surface exposure, flow cytometry; cells stimulated with thapsigargin and PMA. inhibition, % at 10 µM. 360,000 tested, 0.66% active. AID 651702;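 active = inhibition above about 55%, limit read from the data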
aDG glyco up: alpha-DG glycosylation activation. 360,000 tested, 0.22% active. AID 624168. activation, % at 10 µM. Pro5-aDG cells, alpha-DG glycosylation AlphaScreen (IIH6); 0% Pro5, 100% B10-LARGE cell signal;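 active = activation of at least 8% versus controls, or a plate z-score of at least 8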;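 also: Pro5 are CHO cells carrying HIG-tagged alpha-DG that lacks glycosylation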
Vif imaging: HIV Vif inhibition; HEK293T cells, Vif self-association by quenched fluorescence, imaging, 24 h; inhibition, % at 7.49 µM; 340,000 tested, 0.35% active; in the data active = inhibition above about 50%, passing the limit was not always enough; also: some results filed as inactive read as strong as hits
iPSC survival up: increases survival of single human iPS cells. hiPSC single-cell survival, ATPlite luminescence; 100% = ROCK inhibitor wells, 0% = DMSO. survival enhancement, % at 20 µM. 360,000 tested, 0.044% active; in the data active = survival enhancement above about 18%;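 also: cells exposed to compounds for 16 hours before the ATP read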
PDI turbidity: blocks human protein disulfide isomerase activity; P07237; 350,000 tested, 0.052% active; PDI insulin aggregation turbidity, A650, 90 min; inhibition, % at 10 µM;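 active = mean inhibition across replicates of 30% or more, whatever share of single replicates reach that level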;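 also: absorbance from insulin aggregation driven by PDI reduction with DTT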
Target sequence (P07237 whole entry, looked up): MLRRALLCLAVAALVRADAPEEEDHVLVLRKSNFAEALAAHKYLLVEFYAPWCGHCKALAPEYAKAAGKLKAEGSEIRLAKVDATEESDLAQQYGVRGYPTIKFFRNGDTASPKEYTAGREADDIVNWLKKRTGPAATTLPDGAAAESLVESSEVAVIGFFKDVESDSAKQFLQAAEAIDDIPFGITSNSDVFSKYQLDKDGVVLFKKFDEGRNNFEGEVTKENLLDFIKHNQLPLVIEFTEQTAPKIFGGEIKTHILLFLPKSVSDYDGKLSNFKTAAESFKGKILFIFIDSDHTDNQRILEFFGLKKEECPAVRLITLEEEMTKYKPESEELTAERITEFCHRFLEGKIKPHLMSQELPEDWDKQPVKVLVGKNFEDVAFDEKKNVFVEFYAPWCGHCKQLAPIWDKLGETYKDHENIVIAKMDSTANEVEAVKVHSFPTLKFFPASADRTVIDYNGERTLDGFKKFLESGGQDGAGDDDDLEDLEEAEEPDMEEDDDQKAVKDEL
CaV13 ICDI inh: Disruptors of the CACNA1D IQ motif to Ca2+-dependent inactivation inhibitor domain association, primary screening, Förster resonance energy transfer in intact living …; HEK cells, CFP/YFP FRET ICDI-IQ, plate reader, 10 min; percent FRET-ratio fall versus neutral wells; inhibition, % at 12.3 µM; 340,000 tested, 0.098% active; AID 743397;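 active = mean replicate inhibition of at least 30% and at least 1% of replicates passing that level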;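 also: 0% = median of the neutral control wells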
Peg3 promoter: Peg3 promoter activity inhibition; HeLa PEG-Prom luciferase reporter, luminescence, overnight; inhibition, % at 20 µM; 360,000 tested, 1.7% active;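 active = inhibition of at least 50% at 20 µM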
An asterisk follows results filed as active; . = not tested or not shown.

Sequence of screens: TRPM1 prom inh	HIF-2a inh	NR2E3 ag-1	NR2E3 ag-2	Granule exo inh	aDG glyco up	Vif imaging	iPSC survival up	PDI turbidity	CaV13 ICDI inh	Peg3 promoter
- O=c1c2c(-c3ccc([N+](=O)[O-])cc3)csc2nc2n1CCC2
 : 6	4	24	3	-2	0.1	-5	-0.1	3	.	19
- CC(C)c1ccc(NC(=O)Cc2cn(C)c3ccccc23)cc1
 : 14	-83	-8	1	1	-0.2	-12	-2.3	-9	0	-24
- CC(=O)Nc1ccccc1Oc1ccccc1
 : 2	10	-10	2	0	-0.1	-3	-0.4	4	-7	4
- O=C(CN1CCOCC1)Nc1nc2ccc(F)cc2s1
 : -7	-87	-13	2	5	0.1	-7	2.7	-4	-5	-91
- COc1ccc(-c2noc(CN3CCC(Cc4ccccc4)CC3)n2)cc1
 : -4	-6	-30	-1	-2	0.2	-9	6.1	0	-5	26
- CCc1nnc(NC(=O)CSc2nc(N)c(NC(=O)c3ccc(OC)cc3)c(=O)[nH]2)s1
 : -3	13	-19	2	2	0.1	1	0.9	3	-3	-4
- O=C(CN1CCOCC1)N1N=C(c2cccs2)CC1c1cccs1 (stereo not given)
 : 10	9	-1	2	-2	0.4	0	0.1	-4	-3	5
- CN(Cc1ccccc1Cl)C(=O)c1cnccc1C(F)(F)F
 : 12	19	-4	-3	-2	0.1	13	0.8	-25	-5	17
- COc1cccc(CN2CCC(n3nccc3NC(=O)CCCc3ccccc3)CC2)c1O
 : -9	-2	-5	-3	-1	0.1	-9	0.5	-3	-3	-10
- O=C(COC(=O)c1nc(Cl)ccc1Cl)NC(=O)c1ccccc1
 : 5	8	-34	2	2	-0.2	0	0.0	12	-6	5
- CCn1nnc(NC(=O)c2ccc(Br)o2)n1
 : -10	-11	2	3	-4	0.1	20	0.4	4	-7	12
- CCO[C@@H]1OC(C(=O)N2CCN(Cc3ccc4c(c3)OCO4)CC2)=C[C@H](c2coc3ccccc3c2=O)[C@H]1CCCO
 : -7	13	3	3	2	-0.2	-3	3.2	4	-8	-22
- Cn1c(CCNC(=O)c2ccco2)nc2cc(NC(=O)c3ccccc3)ccc21
 : -87	-171	-47	-1	-1	0.0	0	-0.6	6	-6	-182
- COc1ccc(CCNS(=O)(=O)c2ccc3c(c2)NC(=O)CS3)cc1OC
 : 9	4	-12	-2	6	0.6	9	-0.2	-4	-3	18
- CCCCOc1ccc(C(=O)NCC(=O)N2CCN(Cc3ccc4c(c3)OCO4)CC2)cc1
 : 11	9	-12	2	16	0.0	-6	0.1	-2	-5	8
- COc1cc(C(=S)N2CCOCC2)cc(OC)c1OC(=O)Cc1ccc(F)cc1
 : 1	12	-3	2	10	0.1	7	-0.2	-3	-2	-8
- CC(NC(=O)COC(=O)c1ccc([N+](=O)[O-])o1)c1ccccc1 (stereo not given)
 : 12	2	-10	.	0	0.3	1	-1.0	1	-6	-1
- CCCCOc1ccccc1C(=O)NNC(=S)NC(=O)c1ccccc1[N+](=O)[O-]
 : 10	24	15	1	5	0.4	-6	0.5	4	-2	33
- CCCc1c(O)nc(SCCN(CC)CC)[nH]c1=O
 : -7	6	10	0	1	0.2	-2	-1.7	8	-3	-3
- COc1ccc(C)cc1S(=O)(=O)Nc1ccc(F)cc1
 : 1	11	-2	-2	4	-0.3	-3	3.7	8	-5	4

Ordered by formula weight (rising): part of the list above.
Sequence of screens: TRPM1 prom inh	HIF-2a inh	NR2E3 ag-1	NR2E3 ag-2	Granule exo inh	aDG glyco up	Vif imaging	iPSC survival up	PDI turbidity	CaV13 ICDI inh	Peg3 promoter
- O=C(CN1CCOCC1)N1N=C(c2cccs2)CC1c1cccs1 (stereo not given)
 : 10	9	-1	2	-2	0.4	0	0.1	-4	-3	5
- CCCCOc1ccccc1C(=O)NNC(=S)NC(=O)c1ccccc1[N+](=O)[O-]
 : 10	24	15	1	5	0.4	-6	0.5	4	-2	33
- CCCCOc1ccc(C(=O)NCC(=O)N2CCN(Cc3ccc4c(c3)OCO4)CC2)cc1
 : 11	9	-12	2	16	0.0	-6	0.1	-2	-5	8

Going on with the list.
Sequence of screens: TRPM1 prom inh	HIF-2a inh	NR2E3 ag-1	NR2E3 ag-2	Granule exo inh	aDG glyco up	Vif imaging	iPSC survival up	PDI turbidity	CaV13 ICDI inh	Peg3 promoter
- O=C(NC1CCN(Cc2ccccc2)C1)c1cc(COc2ccc(F)cc2F)on1 (stereo not given)
 : -12	5	-8	-2	3	0.1	0	-1.2	-5	-2	8
- O=C(c1ccc([N+](=O)[O-])cc1)N1CCOC12CCN(c1ncc(C(F)(F)F)cc1Cl)CC2
 : 21	3	-2	0	-4	1.3	2	8.8	5	-3	-3
- CCCNC(=O)COC(=O)c1ccc(S(=O)(=O)N2CCCC2)cc1
 : -2	3	-7	-1	5	0.1	6	1.0	-6	-2	1
- COc1ccc(NS(=O)(=O)c2cccc(C(=O)NC3CCN(Cc4ccccc4)CC3)c2)cc1
 : 4	14	2	0	9	0.8	-12	-0.4	-2	.	5
- COc1ccc(Cl)cc1NC(=S)N1CCN(C(=O)c2ccco2)CC1
 : -2	15	6	-1	-2	-0.1	3	0.0	-5	.	4
- CCC(=O)Nc1ccc(NC(=O)c2cc3ccccc3o2)c(OC)c1
 : -45	-267	-61	-1	5	0.0	15	-0.5	-88	-2	-233
- COC(=O)CSc1nc(NCc2ccccc2)nc(N(C)C)n1
 : 7	16	12	0	3	-0.1	1	-0.6	-4	-5	1
- COC(=O)/C=C/c1ccc2c(c1)S(=O)(=O)N(Cc1ccc(OC)cc1)[C@H]2CC(=O)OC
 : -4	5	-41	3	0	-0.3	3	-0.9	5	-6	-2
- Cc1ccc([C@H]2C[C@@H](O)[C@H](n3cc(C4CC4)nn3)CN2CC2CCCCC2)cc1
 : .	-30	-3	.	1	0.0	-2	3.6	-3	-7	28
- O=C(O)CC(NC(=O)/C(=C/c1ccccc1)NC(=O)c1ccccc1)c1ccccc1 (stereo not given)
 : 13	16	-14	2	-8	1.0	28	0.2	-2	-3	3
- O=C(O)c1cc(C(=O)C2CC2)c[nH]1
 : -8	14	-3	3	-3	0.0	0	23*	-14	-3	4
- CCOC(=O)[C@H]1[C@H]2COc3ccccc3[C@@H]2N2C(=O)CN(Cc3ccccc3)C(=O)[C@@]12C
 : 1	12	-13	.	-1	0.2	-4	-2.0	1	-10	15
- CC(C)C(c1nnnn1C1CCCCC1)N1CCc2ccccc2C1 (stereo not given)
 : 6	21	-12	2	0	0.0	-1	2.4	-7	-11	8
- CC(=O)c1cccc(S(=O)(=O)NC2CCSc3ccccc32)c1 (stereo not given)
 : -7	-14	5	1	21	0.2	-12	1.8	-3	-5	-11
- Cc1cccc(N(CC(=O)NCCc2ccccc2)C(=O)CCC(=O)Nc2ccccn2)c1C
 : 7	8	-15	-3	10	0.0	9	-0.2	0	-2	14
- COC(=O)C1CCN(Cc2cn(Cc3ccccc3)nc2-c2cc3ccccc3o2)CC1
 : 3	1	-9	2	1	-0.1	3	-0.6	-5	-2	1
- COc1cccc(C(c2sc3ncnn3c2O)N2CCN(C(=O)c3ccco3)CC2)c1 (stereo not given)
 : 11	7	-4	-1	0	0.3	-8	-2.9	.	-9	4
- CC(C)CCSc1nc2[nH]ncc2c(=O)[nH]1
 : 9	1	-5	-5	1	0.1	-4	-2.7	0	0	5
- COC(=O)/C(=C/c1ccc(OC)cc1)NC(=O)c1ccco1
 : -5	-1	6	-1	2	-0.1	-4	-1.0	-3	-17	13
- CN(C)c1c([N+](=O)[O-])cc(N2C(=O)C=CC2=O)cc1[N+](=O)[O-]
 : 63*	94*	-26	.	9	-0.6	12	-3.5	6	.	104*
- O=C(Nc1cc(Sc2nc3ccccc3s2)cc([N+](=O)[O-])c1)c1ccccc1F
 : 9	-17	-4	4	2	-0.6	-11	-2.2	7	-4	11
- CC(=O)c1ccc(OCc2cc(C(=O)N3CCOCC3)no2)cc1
 : -60	-237	-85	-2	-11	-0.3	-2	-0.5	-5	-3	-292
- COc1ccc(NS(=O)(=O)c2cc(-c3cnc(C4CC4)o3)ccc2C)cc1
 : 3	18	-22	7	17	1.1	-15	-0.4	7	-13	45
- O=C(COC(=O)/C=C/c1ccc(S(=O)(=O)N2CCOCC2)cc1)Nc1ccccc1F
 : 2	15	-22	.	4	0.1	14	-0.1	-5	-5	-10
- Cc1ccc(-c2csc3nc(C)n(N)c(=O)c23)o1
 : -39	-265	-94	-3	-2	-0.1	2	1.8	-5	-3	-195
- COc1ccc(C(=O)Nn2c(CCC(=O)O)ccc2-c2ccc(C)cc2)cc1OC
 : 9	9	-25	5	0	-0.4	-3	-0.7	13	4	20
- Cc1cccc(CN2CCC(CNC(=O)CSc3cc(=O)n(C)c4cc(Cl)ccc34)CC2)c1
 : 40	12	-10	0	21	0.5	12	-0.6	0	2	15
- O=C(NCCNC(=O)c1cc(OCC(F)(F)F)ccc1OCC(F)(F)F)Nc1cccc(C(F)(F)F)c1
 : 1	8	18	0	2	1.9	-10	-0.7	0	-8	12
- Cc1ccc(OCC(=O)Nc2ccccc2C(=O)N2CCCCC2)cc1
 : 6	-2	-34	2	-6	0.2	-5	0.2	5	-5	12
- COc1ccc(NC(=O)COc2ccc(CNCCCN3CCOCC3)cc2OC)cc1
 : -13	3	-10	1	2	0.0	-14	3.0	-1	.	-16
- O=C(CN1C(=O)NC(c2ccccc2)(c2ccccc2)C1=O)Nc1cccnc1Cl
 : -9	10	-23	1	-1	0.0	-1	1.1	-3	-5	6
- O=C(CSc1nnc(-c2cccnc2)o1)N1CCCCC1
 : 5	-32	-17	2	7	-0.1	-11	0.1	6	-5	0
- COC(=O)c1cccc(-n2nnnc2SCC(=O)Nc2nc3c(s2)CCCC3)c1
 : 14	12	22	5	-2	0.2	19	2.8	-3	.	13
- Cc1ccc(S(=O)(=O)N(C)CC(=O)NCc2ccncc2)cc1
 : 0	26	-34	-2	23	-0.1	19	-1.3	-1	-4	2
- Cc1cc(C)n(C(=O)c2cc3ccccc3c(=O)o2)n1
 : 4	-7	-14	0	-3	0.0	0	-2.3	-2	.	-22
- CC(NC(=O)Nc1ccccc1)C(c1cccs1)N1CCN(C)CC1 (stereo not given)
 : 2	-1	-18	2	7	-0.3	-2	0.4	.	3	-1
- CCC1CCCCN1CCCNC(=O)Cn1cc2c(n1)-c1c(oc(C(=O)N3CCCC3)c1C)CC2 (stereo not given)
 : -5	7	5	-1	-1	-0.3	-2	0.0	-1	-4	-1
- Cn1c(NCc2ccco2)nc2ccccc21
 : -24	-119	-5	1	-2	-0.1	20	1.6	-4	-5	-62
- CC(CNC(=O)CCCn1c(=O)c2cccn2c2cccnc21)c1ccccc1 (stereo not given)
 : .	4	-24	.	5	0.1	-1	-0.6	1	-6	-10
- Cc1cc(C)n(C(=O)CNC(=O)c2cccc(Cl)c2)n1
 : 6	10	27	.	-2	-0.2	11	-0.1	-7	-3	2
- CCCc1sc(C(=O)Nc2nnc(C3CC3)s2)cc1CC
 : -9	-21	-45	.	1	-0.2	6	2.6	-6	-6	3
- CCOC(=O)c1c(-c2cccc([N+](=O)[O-])c2)csc1NC(=O)C1CC1
 : -1	1	-16	-1	1	-0.1	.	-0.3	-7	-3	7
- CCOC(=O)c1cc(C(=O)NC(C)c2ccccc2)c(C)[nH]c1=O (stereo not given)
 : -7	6	9	0	-3	0.1	.	1.5	8	-6	-1
